Screening data from PubChem.
M4 ag = agonists of human muscarinic M4 receptor (CHRM4); P08173; CHO-K1 hM4/Gqi5, Fluo-8 calcium fluorescence; vehicle 0%, full acetylcholine response 100%; activation, % at 3 µM; actives 0.14% (n = 360,000);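 active = activation above the run mean over all test wells plus 3 SD, cut at about 32% in these data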;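 also: peak over basal fluorescence ratio per well then scaled between controls; 0% = DMSO wells and 100% = acetylcholine at EC100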
Target sequence (P08173 whole entry, looked up): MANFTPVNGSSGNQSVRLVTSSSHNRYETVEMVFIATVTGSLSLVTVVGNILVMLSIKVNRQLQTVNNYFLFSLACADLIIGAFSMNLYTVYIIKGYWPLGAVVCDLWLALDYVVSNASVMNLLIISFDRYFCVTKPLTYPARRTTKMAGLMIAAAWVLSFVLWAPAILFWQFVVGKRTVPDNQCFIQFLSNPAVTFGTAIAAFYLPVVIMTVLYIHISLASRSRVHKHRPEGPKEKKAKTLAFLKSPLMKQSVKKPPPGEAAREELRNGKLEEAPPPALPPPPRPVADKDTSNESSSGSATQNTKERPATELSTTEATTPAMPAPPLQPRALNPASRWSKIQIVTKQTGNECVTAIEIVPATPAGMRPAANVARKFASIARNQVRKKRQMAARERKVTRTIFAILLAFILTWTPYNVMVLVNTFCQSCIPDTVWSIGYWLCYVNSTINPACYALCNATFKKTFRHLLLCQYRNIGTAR
M4 PAM = CHRM4 positive allosteric modulation; actives 0.4% (n = 360,000); CHO-K1 hM4/Gqi5, Fluo-8 calcium fluorescence, ACh EC20; 0% = ACh EC20, 100% = maximal ACh; activation, % at 3 µM; P08173;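 active = activation above its plate's cutoff, the mean activation of sample wells plus 3 SD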; also: some results filed as inactive read as strong as hits
M1 antag = blocks human M1 muscarinic receptor; inhibition, % at 3 µM; P11229; CHO-K1 hM1, Fluo-8 calcium fluorescence, ACh EC80 antagonist; actives 1.3% (n = 360,000);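 active = percent inhibition above its own plate's cutoff, namely the mean of that plate's compound wells plus 3 SD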;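 also: peak over basal fluorescence ratio during 140 s after agonist addition; 0% = ACh EC80 plus DMSO and 100% = DMSO alone without agonist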
M5 ag = agonists of human muscarinic M5 receptor (CHRM5); actives 0.19% (n = 360,000); AID 624037; P08912; activation, % at 3 µM; CHO-K1 hM5 cells, Fluo-8 calcium fluorescence; 0% DMSO wells, 100% maximal acetylcholine response;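 active = activation above the run's mean over test compounds plus 3 SD, cut at about 23% in these data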;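 also: signal is peak over basal fluorescence ratio across the kinetic read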
Target sequence (P08912 whole entry, looked up): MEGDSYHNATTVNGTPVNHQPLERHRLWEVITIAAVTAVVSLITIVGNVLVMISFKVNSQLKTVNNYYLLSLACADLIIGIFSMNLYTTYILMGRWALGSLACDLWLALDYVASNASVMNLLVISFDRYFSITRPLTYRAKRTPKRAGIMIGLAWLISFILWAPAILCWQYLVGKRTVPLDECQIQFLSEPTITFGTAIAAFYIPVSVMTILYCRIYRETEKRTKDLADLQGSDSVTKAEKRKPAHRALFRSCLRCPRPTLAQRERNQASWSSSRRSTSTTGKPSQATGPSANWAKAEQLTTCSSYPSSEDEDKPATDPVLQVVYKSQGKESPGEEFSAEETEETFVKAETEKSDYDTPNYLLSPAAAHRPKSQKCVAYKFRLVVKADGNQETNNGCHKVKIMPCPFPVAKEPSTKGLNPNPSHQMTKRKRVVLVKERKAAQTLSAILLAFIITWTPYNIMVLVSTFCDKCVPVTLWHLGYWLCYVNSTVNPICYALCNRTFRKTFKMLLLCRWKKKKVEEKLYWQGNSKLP
CRFR2-BP ag = agonists of human CRF-binding protein/CRF-R2 receptor complex | HEK293 CRF-R2/CRF-BP, calcium dye fluorescence (FLIPR); percent of saturating CRF peptide response | activation, % at 13.2 µM | actives 0.46% (n = 350,000);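 active = activation of at least 50%, plus an integration ratio under a set limit after plate pattern correction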;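 also: plate controls were neutral control wells without compound for no effect and CRF at EC100 for full effect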
CHRM1 PAM = positive allosteric modulators of human M1 muscarinic receptor; CHO-K1 hM1, Fluo-8 calcium fluorescence, ACh EC20; 0% = ACh EC20, 100% = maximal ACh; activation, % at 3 µM; actives 0.088% (n = 360,000); AID 588819; in the data active = activation above about 19%, passing the limit was not always enough
CHRM5 PAM = positive allosteric modulators of human muscarinic M5 receptor; actives 0.3% (n = 360,000); AID 624038; CHO-K1 hM5, Fluo-8 calcium, ACh EC20 PAM; 0% = ACh EC20, 100% = ACh EC100; activation, % at 3 µM;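 active = activation above the run cutoff, the mean activation of all test compounds plus 3 SD, cut at about 18% in these data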
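Assay system: CHO-K1 hM5 cells. Also added: acetylcholine at EC20 concentration, added after compound. Dosing: 3 µM, single dose. Times: compound preincubation 140 s before EC20 acetylcholine addition. Signal: Fluo-8 calcium fluorescence. Measure: % activation relative to EC20 and EC100 ACh responses. Repeats: singlicate, one well per test compound.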
CHRM5 antagonist = blocks acetylcholine activation of human M5 receptor | P08912 | CHO-hM5 cells, Fluo-8 calcium fluorescence, ACh EC80 | inhibition, % at 3 µM | actives 0.59% (n = 360,000);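 active = inhibition above a per-plate cutoff, the mean of that plate's test compounds plus 3 SD, cut at about 27% in these data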;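 also: 0% = acetylcholine EC80 with DMSO and 100% = DMSO without agonist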
M4 antag = antagonists of human muscarinic M4 receptor (CHRM4); P08173; CHO-hM4 cells, ACh EC80, Fluo-8 calcium fluorescence; inhibition, % at 3 µM; actives 0.73% (n = 360,000);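 active = inhibition above its plate's cutoff, the mean inhibition of sample wells plus 3 SD, cut at about 27% in these data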;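 also: 0% = acetylcholine EC80 with DMSO and 100% = DMSO without agonist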
The depositor's hits bear a star; · = not tested or not shown. An unsorted share of the library. Share with any hit: about 2.8%.

SMILES	M4 ag	M4 PAM	M1 antag	M5 ag	CRFR2-BP ag	CHRM1 PAM	CHRM5 PAM	CHRM5 antagonist	M4 antag
CCOC(=O)CNC(=O)CSc1nnc(-c2ccccc2)c(-c2ccccc2)n1	1	-4	-3	-4	0.8	4	8	2	-6
O=C(NNS(=O)(=O)c1ccccc1)c1ccccc1-n1cccc1	1	-3	9	1	-0.6	0	1	-10	4
CC(=O)c1ccc(N2CCN(C(=O)CCS(=O)(=O)c3ccc4c(c3)NC(=O)CS4)CC2)cc1	4	-3	-3	-2	-0.2	1	-5	14	-6
Cc1ccc(Cn2ccc(NC(=O)c3cc(C)on3)n2)cc1	1	-2	-14	-1	-0.7	11	1	-1	0
Clc1cccc(Nc2nc(-c3ccncc3)nc3ccccc23)c1	1	-12	8	2	2.1	-1	4	2	11
O=C(CN1C(=O)c2ccc([N+](=O)[O-])cc2C1=O)NCc1ccco1	0	-1	5	-4	-1.1	2	3	10	4
O=[N+]([O-])c1[nH]cnc1/C=C/c1ccccc1	1	-6	-11	-2	-2.2	-1	-5	1	-6
CCOC(=O)C(=CNc1cc(C)nn1-c1ccc(C)cc1)C(=O)OCC	-2	3	-8	-2	-0.5	10	16	-20	-18
CC(C)N(C1=CC(=O)OC12CCCCC2)C(C)C	0	16	-21	-16	-1.6	15	11	1	-2
Cc1ccc(Nc2c(-c3ccc(N4CCOCC4)cc3)nc3ncccn23)cc1C	4	10	-19	3	2.6	13	0	-8	-21
COc1cc(C(=O)NC2CCN(CC(=O)Nc3cccc(C)c3C)CC2)cc(OC)c1OC	1	-5	-1	-4	-2.3	2	5	2	-4
Cc1csc(SCC(=O)NCc2ccccc2)n1	0	-4	10	-1	-3.7	2	-2	10	-8
O=C(NCCCN=C1NS(=O)(=O)c2ccccc21)c1ccc(Cl)cc1	2	4	-9	-2	0.7	9	-4	7	-4
CCOc1ccc(NC(=S)N(CCN2CCOCC2)Cc2cc3cc4c(cc3[nH]c2=O)OCCO4)cc1	-1	-7	8	1	-0.1	0	-3	9	6
Nc1nc2ccc(S(=O)(=O)N3CCCCC3)cc2s1	2	4	-3	3	0.5	2	-4	0	-12
COC(=O)c1sc(NC(=O)c2c(F)cccc2F)c(C#N)c1C	3	-8	7	2	1.2	-3	-2	3	1
Cn1c(=O)c2c(ncn2CC(=O)OCC(=O)NCc2ccc(F)cc2)n(C)c1=O	1	-1	-11	-1	-0.7	9	1	-1	-5
CCOC(=O)C1CCCN(CCC(=O)Nc2cccc(C)c2)C1 (stereo not given)	1	-2	13	-4	-1.7	-19	-2	4	-2
CCOC(=O)c1c(/N=C/c2ccc(C)cc2O)sc2c1CCN(C)C2	0	-3	-18	-7	0.3	12	7	0	-4
Cc1cc(NC(=O)c2cc(-c3ccncc3)nc3ccccc23)ccc1Br	8	-6	-2	-4	7.9	-2	-18	23	6
Cn1c(=O)c2c(SCC(=O)Nc3ccc4c(c3)OCCO4)nc(CC(C)(C)C)nc2n(C)c1=O	0	6	-7	1	-0.9	5	-4	2	-12
CCn1nc(C(=O)NNC(=O)c2ccc(OC(F)F)cc2)c2ccccc2c1=O	0	2	-1	2	-4.9	5	5	1	3
CCOC(=O)N1CCN(C(=O)Cc2ccsc2)CC1	0	-4	-9	-4	-0.1	7	1	8	-1
Cc1ccc(S(=O)(=O)N2CCN(C(=O)C3CCCC3)CC2)cc1C	3	-9	-11	1	0.9	11	-4	8	0
CCOc1ccc(CCNC(=O)COC(=O)c2cc(OC)c(OC)cc2[N+](=O)[O-])cc1OCC	1	3	-14	-1	-4.8	16	-9	5	1

One compound at a time (already shown). Screens in order: M4 ag | M4 PAM | M1 antag | M5 ag | CRFR2-BP ag | CHRM1 PAM | CHRM5 PAM | CHRM5 antagonist | M4 antag
COC(=O)c1sc(NC(=O)c2c(F)cccc2F)c(C#N)c1C across the screens: 3 | -8 | 7 | 2 | 1.2 | -3 | -2 | 3 | 1
CCOC(=O)c1c(/N=C/c2ccc(C)cc2O)sc2c1CCN(C)C2 across the screens: 0 | -3 | -18 | -7 | 0.3 | 12 | 7 | 0 | -4
CCOC(=O)C1CCCN(CCC(=O)Nc2cccc(C)c2)C1 (stereo not given) across the screens: 1 | -2 | 13 | -4 | -1.7 | -19 | -2 | 4 | -2

(list continues)
SMILES	M4 ag	M4 PAM	M1 antag	M5 ag	CRFR2-BP ag	CHRM1 PAM	CHRM5 PAM	CHRM5 antagonist	M4 antag
CN(C)S(=O)(=O)c1ccc(N2CCCC2)c(C(=O)N2CCN(S(=O)(=O)c3ccccc3F)CC2)c1	5	12	-10	1	0.4	9	6	-6	-6
CCOc1ccc(N2C(=O)CC(N3CCN(c4ccccc4OC)CC3)C2=O)cc1 (stereo not given)	1	-3	-13	-7	-1.4	3	0	0	5
Cn1cc(S(=O)(=O)N2CCOCC2)cc1C(=O)O	0	-3	-5	3	-0.9	3	-3	17	6
COc1ccc(C(=O)C(=O)c2ccc(OCCO)cc2)cc1	2	21	-20	0	-1.6	30*	-3	4	-13
O=c1c2c(-c3cccs3)csc2ncn1-n1cccc1	-1	4	4	-2	-5.8	-2	-1	5	5
O=C(Nc1ccc(F)cc1F)Nc1sccc1-c1nc2ccccc2s1	0	-3	-1	1	-0.1	2	5	-2	1
COc1cccc(C(NC(C)=O)c2nc(-c3cc4ccccc4o3)cs2)c1 (stereo not given)	1	8	-7	0	·	10	1	1	-10
COCCSc1nc2sc3c(c2c(=O)n1-c1ccccc1)CCN(C)C3	1	-2	7	-5	1.2	-4	-4	4	9
O=C(CSC1=NCCS1)c1ccc(Cl)cc1	3	-6	18	-14	1.5	-13	-7	10	9
CCn1c(N)c(C(=O)NCc2cccnc2)sc1=S	0	-5	-6	-1	-2.5	5	-4	-3	-7
COc1ccc(CCNC(=S)NC(=O)/C=C/c2ccc(C)cc2)cc1OC	0	16	-4	-7	0.6	-3	-13	8	-28
OC(CN1CCN(c2ccccc2Cl)CC1)c1ccccc1 (stereo not given)	0	3	-14	-5	-0.2	5	-4	20	0
Cc1ccc(C(C)C)c(OCC(=O)Nn2c(=O)[nH]c3ccccc3c2=O)c1	2	-3	2	-1	0.0	2	-2	-3	11
Cc1cccn2c(/C=N/OCc3ccc(F)cc3)c(-c3ccc(Cl)cc3)nc12	0	-2	-9	-1	2.5	3	2	-6	-2
COc1ccc(N2CCN(C(=O)CSc3ccc([N+](=O)[O-])cc3)CC2)cc1	4	4	9	3	-1.5	-8	4	8	-4
CN(CCOc1ccccc1)CC(=O)Nc1ccc(Cl)cc1[N+](=O)[O-]	2	-11	10	-1	0.8	-5	-7	-4	5
COc1ccccc1C1=NOC(C)(c2nnc(-c3cccc(Cl)c3)o2)C1 (stereo not given)	5	10	2	-2	-2.7	2	-10	15	-1
S=C(NCCSCc1ccc(Cl)cc1Cl)Nc1ccccc1	8	-13	-24	3	4.5	5	-22	5	8
CCOC(=O)c1nn(-c2ccc(C)cc2)cc1O	-3	9	-22	-1	-1.5	16	6	-4	5
NC(=O)CSCc1c(Cl)cccc1Cl	0	2	13	2	1.0	-1	1	-4	11
COc1ccc(NS(=O)CCCc2ccccc2)cc1 (stereo not given)	0	11	-4	3	·	4	-5	1	5
COc1ccccc1C1C(C(=O)c2sc(C)nc2C)=C(O)C(=O)N1CCN1CCOCC1 (stereo not given)	0	-1	-9	-3	-1.6	5	1	-4	-4
O=S(=O)(NCc1ccc2c(c1)OCO2)c1cnc[nH]1	9	-12	-2	0	2.1	-7	-8	1	7
Cc1ccc(NC(=O)c2cccc(S(=O)(=O)N3CCN(C)CC3)c2)cc1F	6	-13	-7	-1	0.7	9	2	2	-7
COc1ccc(OC[C@@H](O)CNC(=O)c2cccc3c2C(=O)c2ccc(Cl)cc2S3(=O)=O)cc1	14	5	-2	4	-1.1	2	-13	4	-5

Next part:
SMILES	M4 ag	M4 PAM	M1 antag	M5 ag	CRFR2-BP ag	CHRM1 PAM	CHRM5 PAM	CHRM5 antagonist	M4 antag
CCC(C)NC(=O)C1c2ccccc2C(=O)N(c2ccc(OC)cc2)C1c1ccc(OC)cc1 (stereo not given)	3	-3	14	-1	-1.9	-1	-9	5	3
CC(=O)Nc1ccc(Nc2ncnc3c2cnn3-c2cccc(C)c2)cc1	0	5	5	0	-0.3	0	4	-4	0
COc1ccc(S(=O)(=O)N(C)C[C@H]2Oc3ccc(NC(=O)NC(C)C)cc3C(=O)N([C@H](C)CO)C[C@@H]2C)cc1	0	4	-5	-2	-2.8	6	5	11	3
COCCNC(=O)CN(c1ccccc1OC)S(C)(=O)=O	1	1	-20	3	-1.1	6	-3	-2	-9
N#C/C(=C\c1ccc(N2CCOCC2)cc1)c1ccccc1	4	-1	-1	-3	2.3	-1	-7	4	-8
CC(NC(=O)COC(=O)C12CC3CC(CC(Br)(C3)C1)C2)c1ccccc1 (stereo not given)	5	0	2	0	6.3	0	3	15	3
Cc1ccc(S(=O)(=O)NCCC(=O)Nc2cccc(S(=O)(=O)N3CCCC3)c2)cc1C	3	-2	-6	-6	-0.9	-4	9	-5	-5
COc1ccc(C(=O)CSc2nc(=O)n(Cc3cccnc3)c3c2CCC3)cc1	1	0	2	1	1.5	2	-5	5	7
Cc1ccc(S(=O)(=O)N2CCSC2)cc1C	0	1	0	-4	0.0	5	0	-2	-4
CCC(=O)Nc1ccc2c(c1)OC[C@@H](C)NC[C@@H](C)[C@@H](OC)CN(C)C2=O	2	3	·	1	·	·	-2	1	-3
CCC(=O)c1cn(CC(=O)Nc2ccc(C)cc2)c2ccccc12	1	-3	-3	1	4.3	6	-1	4	4
O=c1cc(CSc2ccc(Cl)cc2)nc(N2CCOCC2)[nH]1	0	10	-10	-6	-0.7	7	4	-8	-4
Cc1ccsc1/C=C1/NC(=O)N(Cc2ccc(F)cc2)C1=O	6	-3	-8	-2	-1.3	-5	-5	-8	-19
COCCCNC(=O)c1ccc(CS(=O)(=O)c2ccc(OC)cc2)o1	0	-1	-5	2	1.4	-4	-6	9	-1
Cc1nc(-c2cccc(NC(=O)c3ccc(Br)o3)c2)cs1	5	-1	6	-6	0.5	-4	-12	27*	1
COc1cc(OC)c(C2CC(=O)N3CN(c4ccccc4)CSC3=C2C#N)cc1OC (stereo not given)	0	4	-9	-1	-4.9	7	1	9	-2
CC(C)N1CCc2c(sc(NC(=O)c3ccc(S(=O)(=O)N4CCCCC4C)cc3)c2C(N)=O)C1 (stereo not given)	4	10	1	-3	30	0	0	18	-13
Cn1nc(C(=O)Nc2cccnc2)c2ccccc2c1=O	1	1	-12	0	0.3	12	-3	-4	-6
N=c1oc2ccc([N+](=O)[O-])cc2cc1C(=O)NCc1ccccc1	1	5	-3	2	1.9	5	0	11	11
COc1ccc(C(=O)Nc2ccc(C(=O)N3CCCCC3)cc2)cc1OC	1	-8	2	-1	-0.2	6	11	-1	-1
CC(CCN1CCN(c2ccccn2)CC1)c1ccccc1 (stereo not given)	-1	-7	-4	-25	-1.0	-3	-7	7	-3
Cc1cc(C)c(S(=O)(=O)N2CCN(C)CC2)c(C)c1	0	7	1	-1	-1.0	-2	6	-7	-7
O=C(O)c1cc(NC(=O)c2ccccc2[N+](=O)[O-])ccc1O	3	7	-9	-1	2.0	16	2	-4	-3
CCC1=C(c2ccc(C)cc2)S(=O)(=O)N=C1N1CCC(C(=O)NCCCN2CCCCC2C)CC1 (stereo not given)	0	-4	-5	-6	0.9	-2	2	9	0
COc1nc(C)c2cc(C)oc2n1	0	10	-13	-3	-0.6	16	-3	4	-2
